Wnt act – activates Wnt/beta-catenin signaling in a reporter cell assay. activator, plate reader. activation, % at 9.35 µM. 1.2% of 300,000 active. AID 743398; in the data active = activation above about 30%, passing the limit was not always enough; inconclusive = no clear call, values can overlap the other calls;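 note: 0% = neutral control wells and 100% = positive control wells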
AddAB inh – less growth of phage-infected E. coli with AddAB. 0.29% of 330,000 active. inhibition, % at 11.9 µM. E. coli expressing H. pylori AddAB, absorbance growth; in the data active = inhibition above about 12%;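 note: 0% = vehicle wells of infected cells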
PfHsp90 yeast 2 – inhibits growth of yeast expressing Plasmodium falciparum Hsp90; inhibition, % at 9.4 µM; S. cerevisiae expressing PfHsp90, BacTiter-Glo ATP, 48 h; yeast lacking PDR1 and PDR3 efflux regulators; 0.32% of 310,000 active; AID 504621;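 active = every replicate shows inhibition above about 80%, whatever the replicate mean, limit read from the data; inconclusive = mean inhibition reaches the set limit but some replicate falls short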;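 note: 0% = DMSO neutral controls and 100% = 20 µM radicicol positive controls; yeast relying on Plasmodium falciparum Hsp90 in place of its own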
phage Ecoli inh – E. coli growth loss with phage present; growth absorbance; inhibition, % at 11.9 µM; AID 651602; 0.26% of 360,000 active; in the data active = inhibition above about 11%
Rtt109 Vps75 – inhibitors of Candida albicans Rtt109/Vps75 histone acetyltransferase; inhibition, % at 34.9 µM; purified Rtt109/Vps75, ThioGlo CoA-SH fluorescence, 4 h; AID 540336; Q5AAJ8; 0.16% of 330,000 active;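 active = inhibition of at least 50% in every replicate; inconclusive = best replicate reaches 50% inhibition but some replicates fall short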
Target sequence (Q5AAJ8 whole entry, looked up): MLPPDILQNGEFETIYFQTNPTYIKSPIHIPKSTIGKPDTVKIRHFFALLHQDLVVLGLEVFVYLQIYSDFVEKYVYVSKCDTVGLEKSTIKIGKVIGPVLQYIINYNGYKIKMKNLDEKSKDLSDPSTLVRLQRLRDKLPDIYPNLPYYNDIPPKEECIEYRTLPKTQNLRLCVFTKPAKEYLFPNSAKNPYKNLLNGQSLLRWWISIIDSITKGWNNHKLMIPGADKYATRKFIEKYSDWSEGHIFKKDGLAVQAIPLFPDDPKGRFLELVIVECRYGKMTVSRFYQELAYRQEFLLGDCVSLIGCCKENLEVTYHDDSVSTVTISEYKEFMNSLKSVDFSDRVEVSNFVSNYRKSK
CAL PDZ inh – blocks peptide binding to human CAL PDZ domain | Q9HD26 | purified CAL PDZ, TMR-peptide fluorescence polarization, 1 h | inhibition, % at 20 µM | 0.02% of 330,000 active;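 active = highest replicate inhibition of at least 40%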;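 note: plate controls were DMSO neutral control wells for no effect and unlabeled competitor peptide control wells for full effect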
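Material: tagged CAL PDZ protein CerCALP, purified; buffer or medium: sodium phosphate/NaCl buffer pH 7.4 with TCEP, IgG, Thesit; also added: fluorescent TMR peptide probe; schedule: 1 h incubation at room temperature before polarization reading; technique: fluorescence polarization from S- and P-plane intensities, G-factor corrected; control set: unlabelled peptide and DMSO controls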
E coli growth – bacterial growth inhibition, counter-screen for AddAB inhibitors; E. coli V3065 growth, OD600 absorbance, 18 h; inhibition, % at 11.9 µM; 0.27% of 330,000 active; AID 449728;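 active = inhibition above the campaign's mean inhibition across all tested compounds plus 3 SD, cut at about 9.9% in these data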;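 note: uninfected addAB+ strain grown without phage in ampicillin broth; 0% = DMSO wells and 100% = ciprofloxacin 0.95 µg/ml wells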
Tat export inh – inhibitors of E. coli Tat protein transport; E. coli MC4100 TorA-mCherry Tat export, fluorescence; inhibition, % at 10 µM; 0.036% of 340,000 active;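 active = mean replicate inhibition at least 50% and at least half of replicates individually reaching 50%; inconclusive = only one of the two criteria met; inactive = neither criterion met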;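 note: exported cargo escapes ClpAP degradation while cytoplasmic cargo is degraded and loses fluorescence; 0% = median of neutral control wells and 100% = median of NaSCN control wells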
PvdQ inh – blocks Pseudomonas aeruginosa PvdQ acylase activity | AID 488965 | purified PvdQ acylase, fluorescence plate reader | 0.063% of 340,000 active | inhibition, % at 10 µM; in the data active = inhibition above about 30%, passing the limit was not always enough; inconclusive = no clear call, values can overlap the other calls;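 note: 0% = vehicle neutral wells and 100% = reference inhibitor wells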
DAGLB inh – diacylglycerol lipase beta (human) inhibition | Q8NCG7 | inhibition, % at 5.17 µM | HEK293T DAGLB membrane lysate, EnzChek fluorogenic substrate | AID 504411 | 0.059% of 340,000 active; in the data active = inhibition above about 34%;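 note: 0% = enzyme with vehicle and 100% = wells lacking enzyme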
Target sequence (Q8NCG7 whole entry, looked up): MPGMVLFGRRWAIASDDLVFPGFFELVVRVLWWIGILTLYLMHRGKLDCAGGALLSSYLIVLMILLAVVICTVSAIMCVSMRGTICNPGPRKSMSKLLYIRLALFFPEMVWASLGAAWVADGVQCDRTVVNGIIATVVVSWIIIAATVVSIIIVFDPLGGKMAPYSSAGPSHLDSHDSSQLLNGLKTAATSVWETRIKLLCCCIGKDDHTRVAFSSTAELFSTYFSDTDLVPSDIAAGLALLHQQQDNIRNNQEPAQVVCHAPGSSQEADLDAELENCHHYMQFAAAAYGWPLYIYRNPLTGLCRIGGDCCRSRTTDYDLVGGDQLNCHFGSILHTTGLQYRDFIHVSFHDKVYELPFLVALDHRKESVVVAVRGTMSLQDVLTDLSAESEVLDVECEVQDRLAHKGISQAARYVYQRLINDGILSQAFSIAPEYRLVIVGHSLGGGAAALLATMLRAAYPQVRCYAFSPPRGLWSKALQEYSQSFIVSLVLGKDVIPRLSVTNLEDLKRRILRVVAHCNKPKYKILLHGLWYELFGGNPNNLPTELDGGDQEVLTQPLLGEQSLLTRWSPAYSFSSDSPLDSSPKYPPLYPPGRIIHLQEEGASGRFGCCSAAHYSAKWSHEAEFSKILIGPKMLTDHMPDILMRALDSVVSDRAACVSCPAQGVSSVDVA
Starred values were filed as active, the others as inactive; u = inconclusive; x = not tested or not shown.

SMILES | Wnt act | AddAB inh | PfHsp90 yeast 2 | phage Ecoli inh | Rtt109 Vps75 | CAL PDZ inh | E coli growth | Tat export inh | PvdQ inh | DAGLB inh
CC(C)CCN(C(=S)Nc1cccc(F)c1)C1CCN(C(C)C)CC1 | 0 | -1.4 | 10 | 0.7 | 2 | -2.0 | -1.3 | -2 | -9 | 0
CCOCCCNC(=S)Nc1cc(C)cc(C)c1 | x | 3.1 | 4 | 1.3 | 10 | -1.4 | 1.7 | -6 | -25 | 0
CCN(CC)S(=O)(=O)c1ccc(N=Nc2c(N)[nH]c(=O)[nH]c2=O)cc1 | 0 | -2.1 | -29 | 0.5 | -4 | 0.5 | -2.1 | -7 | 0 | 3
COc1cc(Br)cc(Br)c1OCC(=O)N/N=C/c1c(C)n(C)n(-c2ccccc2)c1=O | 0 | x | 17 | -0.1 | -3 | -2.4 | x | -6 | -17 | -3
Cc1ccc2c(c1)C(O)(CC(=O)/C=C/C=C/c1ccccc1)C(=O)N2 (stereo unspecified) | 2 | 2.9 | -5 | 3.0 | -8 | -0.7 | 2.5 | -1 | -2 | 1
Cc1csc(=O)n1CC(=O)OCC(=O)Nc1ccc(F)c(F)c1 | 1 | -0.7 | 6 | 1.8 | 4 | 0.9 | -0.4 | 1 | 1 | 0
COc1ccc(S(=O)(=O)N2CCCC2)cc1NC(=O)c1ccccc1F | -1 | 0.0 | -32 | 0.8 | -7 | -2.8 | -0.6 | -13 | -16 | -1
CN(C(=O)COC(=O)CCc1c[nH]c2ccccc12)C(c1ccccc1)c1ccccc1 | -1 | -1.9 | -32 | 3.7 | -17 | 0.4 | 0.1 | 17 | 12 | -2
C/C(=N/NC(=O)Cc1cccs1)c1ccco1 | x | 0.3 | -5 | 5.3 | 1 | -2.4 | 0.5 | -10 | 1 | -2
Cn1c(=O)c2c(ncn2CC(=O)Nc2ccccc2)n(C)c1=O | x | -0.6 | -30 | 2.1 | 5 | -1.9 | 0.8 | 3 | -19 | -3
COc1ccc2nc(NC(=O)CSc3cn[nH]n3)sc2c1 | 23 | 4.8 | -18 | -0.3 | 4 | -5.2 | 0.3 | 1 | -43 | 2
O=C(Nc1ccc(F)cc1)c1cncs1 | 3 | 2.6 | 6 | 3.3 | -12 | -1.0 | 2.5 | 2 | 5 | -2
CSc1ncccc1C(=O)Nc1cccc(S(=O)(=O)N2CCCC2)c1 | -2 | 0.5 | 4 | 3.4 | 7 | -1.5 | 0.2 | -3 | 0 | -3
CCOc1ccccc1NC(=O)/C=C/c1ccc(S(=O)(=O)N2CCOCC2)cc1 | -3 | x | x | 5.2 | 17 | -2.0 | x | 3 | 12 | -1
COc1cc(C(=O)NCCCNc2nc3c(C)cc(C)cc3cc2C#N)cc(OC)c1OC | -1 | 0.1 | 31 | 2.1 | -24 | -1.8 | -0.3 | -3 | -14 | -3
COc1ccc(C(C)=O)cc1CSc1nnc(C)n1-c1ccccc1 | 1 | 0.6 | -1 | 2.0 | -6 | -1.3 | -2.4 | 1 | 1 | 0
Cc1ccc(-c2nnc(SCC(=O)N/N=C/c3ccc(C(=O)O)cc3)n2C2CCCCC2)cc1 | -3 | 0.5 | -21 | -1.8 | 5 | -2.0 | 0.3 | 3 | 11 | 0
COc1ccc(C(=O)NC(=S)Nc2ccc(N3CCOCC3)c(Cl)c2)cc1[N+](=O)[O-] | -8 | 2.9 | 0 | -1.7 | -5 | -2.4 | 4.4 | 4 | 3 | -5
CC(C)c1ccc(NC2CCCN(C(=O)c3n[nH]c4c3CCC4)C2)cc1 (stereo unspecified) | -8 | 2.0 | -14 | 1.5 | 0 | -1.7 | -1.5 | 3 | -13 | 0
CCCn1c(=N)n(CC(=O)c2ccc([N+](=O)[O-])cc2)c2ccccc21 | 0 | 5.4 | -3 | 0.6 | -2 | -2.0 | -1.3 | 3 | -12 | 1
COC(=O)Cc1ccc(NC(=S)N2CCN(c3ccc(F)cc3)CC2)cc1 | -2 | 4.6 | 1 | 3.5 | 0 | -0.3 | 3.5 | -7 | -10 | 0
COc1ccc(N2CCN(CCNC(=O)Nc3cc(Cl)ccc3OC)CC2)cc1 | -4 | -1.1 | -4 | 1.9 | 2 | 1.5 | -0.5 | -1 | -8 | 2
Cc1cc(SCC(=O)c2ccc(O)c(O)c2)n2nc(C)c(-c3ccccc3)c2n1 | -6 | 1.5 | -13 | -0.3 | 14 | 1.4 | 0.6 | 1 | -2 | 22
O=C(CSc1nc2ncccc2[nH]1)c1ccc(F)cc1 | 7 | 3.0 | -14 | 3.8 | 0 | 0.3 | 0.7 | 1 | 2 | -5
O=c1c2ccccc2nnn1CSc1nnnn1-c1ccc(O)cc1 | 2 | 1.8 | 24 | 2.8 | 3 | -1.4 | -3.1 | 0 | -9 | 1
CCOC(=O)C(Cc1ccc(NC(=O)/C(=C\c2ccccc2)NC(=O)c2ccccc2)cc1)N1C(=O)c2ccccc2C1=O (stereo unspecified) | -7 | 3.1 | -9 | -2.8 | -3 | 1.0 | -1.4 | -1 | -25 | 4
CCSc1ccccc1C(=O)NCc1ccco1 | x | 1.9 | x | 0.0 | -3 | -0.6 | -0.8 | -12 | -4 | -1
CN(C)C(CNC(=O)C1CCCN1C(=O)c1cccs1)c1ccccc1 (stereo unspecified) | -6 | -0.9 | x | 1.0 | x | x | -0.5 | x | x | x
Cc1cc(C)c(C#N)c(SCc2ccccc2)n1 | x | 0.8 | -16 | 2.9 | 12 | -0.8 | -1.2 | -1 | 10 | -11
COc1cc(OC)c(OC)cc1CNCCNC(=O)c1ccco1 | -3 | 5.8 | -8 | -0.5 | -15 | -0.7 | 0.6 | -8 | -10 | 2
Cc1ccc(NC(=O)C2OCCc3ccccc32)cc1C (stereo unspecified) | 2 | 0.8 | 8 | -0.6 | -7 | -1.5 | 2.6 | 0 | -2 | -5
O=C(NCCS(=O)(=O)N1CCN(c2ccccc2)CC1)c1cccc(F)c1 | -1 | -0.6 | x | 3.6 | 7 | -2.3 | 0.9 | 0 | -2 | -3
Cc1ccc(S(=O)(=O)NCC(=O)OCC(=O)c2ccc(S(=O)(=O)N3CCCCC3)cc2)cc1C | 1 | x | -28 | 2.1 | -7 | -1.4 | x | -9 | -4 | -2
COc1cc(C2Nc3cccc4cccc(c34)N2)ccc1O | -7 | 2.2 | -11 | 1.9 | u | 14 | -1.8 | 1 | -5 | 4
COC(=O)Nc1cccn(Cc2c(Cl)cccc2Cl)c1=O | x | -0.8 | 17 | 2.2 | 9 | 0.0 | 3.8 | -2 | 15 | -1
CN(CC(=O)Nc1ccc(F)c(F)c1F)C(=O)CCCSc1nc2ccccc2[nH]1 | -3 | -0.5 | x | -0.1 | -1 | -2.3 | -2.4 | 3 | -5 | 3
CN(C(=O)COC(=O)CNC(=O)CNC(=O)c1ccc(Cl)cc1Cl)c1ccccc1 | 0 | 0.6 | -3 | 3.3 | 17 | -0.9 | 0.0 | 3 | 3 | 4
CCCC(=O)Nc1ccc2c(c1)nc(CN1CCCCC1)n2C | x | 2.1 | 1 | 0.1 | 4 | -2.6 | -1.5 | 0 | -8 | 0
CC1CN=C(c2cccn2Cc2ccc(F)cc2Cl)O1 (stereo unspecified) | -2 | 1.6 | 2 | 1.1 | -8 | -3.3 | -0.1 | 0 | -10 | -8
CCOC(=O)c1sc(=S)n(-c2ccc(C)cc2)c1SC | 1 | 0.9 | 12 | 0.5 | -4 | 0.6 | 0.9 | -2 | -12 | -5
O=C(N/N=C/c1ccc([N+](=O)[O-])cc1)c1[nH]ncc1Br | 18 | -0.9 | 12 | 4.2 | 26 | -0.5 | 1.8 | -4 | 15 | 1
OC1(c2ccc3c(c2)OCO3)CCN(Cc2ccccn2)CC1 | x | 0.3 | -9 | 3.0 | -7 | -1.8 | 1.6 | -2 | -10 | 2
CCCOc1ccc(C(=O)NCCc2ccccc2)cc1 | 13 | 2.8 | 5 | 5.7 | 23 | -1.5 | -0.1 | -2 | 5 | -4
O=C(NCC1CCCO1)c1ccccc1S(=O)(=O)c1ccc([N+](=O)[O-])cc1 (stereo unspecified) | -1 | 1.1 | 5 | 3.5 | -24 | -1.6 | -0.3 | -7 | -9 | -1
Fc1cccc(CCN2C(=S)NC[C@@H]2CC2CCCCC2)c1 | -7 | -0.8 | -16 | 0.8 | 17 | -0.3 | 1.3 | -10 | 13 | -10
CCCCN(C(=O)c1ccccc1Br)C1CCS(=O)(=O)C1 (stereo unspecified) | -3 | 1.2 | x | 3.2 | -17 | -2.1 | 0.5 | 9 | -15 | -1
Cc1ccc(NC(=O)CNCc2cccs2)cc1Br | 0 | 1.0 | -6 | 1.0 | -4 | x | 1.9 | -2 | -4 | -8
Nn1c(SCC(=O)Nc2cccc(Br)c2)nnc1C1CC1 | 2 | -1.3 | -3 | 5.2 | -4 | -3.4 | -2.6 | 3 | -12 | 0
CC(CSc1nnnn1-c1ccccc1)Cn1c(N2CCCC2)nc2c1c(=O)[nH]c(=O)n2C (stereo unspecified) | -7 | -0.6 | 5 | 1.7 | -3 | 0.6 | 0.0 | 1 | -15 | 2
COc1ccc(NC(C)=O)cc1NC(C)C(=O)Nc1ccc(S(=O)(=O)N2CCCCC2)cc1 (stereo unspecified) | 0 | 1.8 | -4 | 1.8 | 9 | -0.5 | 0.5 | -6 | -7 | 2
COc1cc([N+](=O)[O-])ccc1NC(=O)C[n+]1cccc(C)c1 | x | 1.9 | 39 | 4.3 | -5 | -0.2 | 2.9 | -2 | -13 | -4

5 structures from above, sorted by count of non-hydrogen atoms, descending:
SMILES | Wnt act | AddAB inh | PfHsp90 yeast 2 | phage Ecoli inh | Rtt109 Vps75 | CAL PDZ inh | E coli growth | Tat export inh | PvdQ inh | DAGLB inh
CC(CSc1nnnn1-c1ccccc1)Cn1c(N2CCCC2)nc2c1c(=O)[nH]c(=O)n2C (stereo unspecified) | -7 | -0.6 | 5 | 1.7 | -3 | 0.6 | 0.0 | 1 | -15 | 2
O=C(NCC1CCCO1)c1ccccc1S(=O)(=O)c1ccc([N+](=O)[O-])cc1 (stereo unspecified) | -1 | 1.1 | 5 | 3.5 | -24 | -1.6 | -0.3 | -7 | -9 | -1
COc1cc([N+](=O)[O-])ccc1NC(=O)C[n+]1cccc(C)c1 | x | 1.9 | 39 | 4.3 | -5 | -0.2 | 2.9 | -2 | -13 | -4
CCCCN(C(=O)c1ccccc1Br)C1CCS(=O)(=O)C1 (stereo unspecified) | -3 | 1.2 | x | 3.2 | -17 | -2.1 | 0.5 | 9 | -15 | -1
Cc1ccc(NC(=O)CNCc2cccs2)cc1Br | 0 | 1.0 | -6 | 1.0 | -4 | x | 1.9 | -2 | -4 | -8

Source: PubChem BioAssay (several laboratories)
